HT1080 cytotoxicity: cytotoxicity in HT1080 fibrosarcoma cells, cell-based, fluorescence readout (AID 620) | HT1080 viability, fluorescence; higher % means a stronger effect | 0.42% of 87,000 active | cytotoxicity, % at 10 µM; hits with a dose series show EC50 in µM;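 also: cells exposed to compound overnight then 4 h with Alamar Blue; 0% = vehicle DMSO and 100% = killing control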
Spn PMK inh: blocks S. pneumoniae phosphomevalonate kinase. inhibition, % at 10 µM. purified PMK, PK/LDH-coupled NADH absorbance 340 nm. 0.49% of 65,000 active;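 active = top-ranked compounds by inhibition in the single 10 µM screen, taking a fixed number of the strongest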;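 also: 0% = full reaction with DMSO carrier and 100% = background rate without enzyme reaction; no value below 0 was filed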
Spn MK inh: S. pneumoniae mevalonate kinase inhibition; purified MK, PK/LDH-coupled NADH absorbance 340 nm; inhibition, % at 10 µM; 0.48% of 65,000 active; AID 555;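 active = ranked among the strongest by inhibition in the single 10 µM screen, a fixed top-ranked set picked for dose follow-up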; also: no value below 0 was filed
HPDE-C7K KRASV12: viability loss of HPDE-C7K cells – cell-based, fluorescence, HTS, primary screen (AID 431). cytotoxicity, % at 10 µM, or EC50 in µM where a hit was titrated. HPDE-C7K KRASV12 cells, Alamar Blue viability, 48 h; higher % means a stronger effect. 1.7% of 63,000 active;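 active = compounds whose percent cytotoxicity in the single-dose primary screen, scaled between solvent and toxic-drug controls, exceeds 50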;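 also: 0% = DMSO solvent wells and 100% = doxorubicin-treated wells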
LYP phosphatase: inhibition of human PTPN22 tyrosine phosphatase – biochemical, DiFMUP fluorescence, recombinant catalytic domain, 10 µM, primary screen (AID 606); recombinant LYP catalytic domain, DiFMUP fluorescence; higher % means a stronger effect; inhibition, % at 10 µM; hits with a dose series show IC50 in µM; 52,000 tested, under 10 active;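 active = IC50 under 40 µM in the dose-response test; inactive = IC50 of 40 µM or more, or never dose-tested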
Bfl-1 displacement: Bfl-1 inhibitors, primary screen, biochemical, fluorescence polarization, FITC-Bid, mouse (AID 432). FITC-Bid BH3 peptide fluorescence polarization displacement; higher % means a stronger effect. displacement, % at 20 µM, or IC50 in µM where a hit was titrated. 0.02% of 64,000 active; in the data active = a potency from the dose series; inactive = the rest, 99 in 100 with displacement below about 15%; also: strong numbers were not always called active
Spn DPM-DC inh: inhibitors of Streptococcus pneumoniae diphosphomevalonate decarboxylase. purified DPM-DC, PK/LDH coupled NADH fluorescence. calls only at 10 µM. 0.49% of 65,000 active;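 active = the 320 compounds with the highest percent inhibition in the single-dose primary screen, excluding strongly autofluorescent ones, cut at about 32% in these data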;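 also: kinetic rate of NADH fluorescence loss reporting ADP formed by the decarboxylase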
HPDE-C7 cytotoxicity: HPDE-C7 pancreatic duct cell viability loss – fluorescence, HTS (AID 430) | HPDE-C7 pancreatic duct cells viability, fluorescence; higher % means a stronger effect | one-dose cytotoxicity, % at 10 µM; EC50 in µM for titrated hits | 1.8% of 63,000 active;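 also: cells exposed to compound for 48 hours before viability readout; 0% = vehicle and 100% = reference cytotoxic drug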
Alkaline phosphatase: human TNAP enzyme inhibitors, biochemical, luminescent (AID 518); purified TNAP enzyme, luminescent substrate readout; higher % means a stronger effect; inhibition, % at 20 µM; hits with a dose series show IC50 in µM; 0.09% of 64,000 active; in the data active = a potency from the dose series; inactive = the rest, 99 in 100 with inhibition below about 22%;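 also: plate controls were vehicle for no effect and reference inhibitor for full effect; many of its hits are not listed in these tables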
Spn PMK inh pilot replicates: recorded beside Spn PMK inh, whose call it bears; inhibition, %; measured here: pilot screen replicates
Spn MK inh pilot replicates: also measured in Spn MK inh; calls as there; inhibition, %; measured here: pilot screen replicates
Spn DPM-DC inh pilot screen %: second read-out of Spn DPM-DC inh, no call of its own (marks repeat the call); inhibition, %; measured here: pilot screen trials
The depositor's hits bear a star; i = inactive; . = no result given. Rule as the data show it, unless noted: active = cytotoxicity above about 50%; inactive = the rest.

SMILES	HT1080 cytotoxicity	Spn PMK inh	Spn MK inh	HPDE-C7K KRASV12	LYP phosphatase	Bfl-1 displacement	Spn DPM-DC inh	HPDE-C7 cytotoxicity	Alkaline phosphatase	others
COc1ccc(C2CC(=O)c3cnc(N4CCN(Cc5ccccc5)CC4)nc3C2)cc1 (stereo not drawn)	23%	9	3	4%	6%	-9%	i	2%	7%
Cc1ccc(-c2nnc(N3CCCCC3)c3ccccc23)cc1S(=O)(=O)N1CCN(C)CC1	7%	9	6	10%	2%	3%	i	-4%	12%
COc1cccc(C(=O)NC(C)C(c2cccs2)N2CCN(C)CC2)c1 (stereo not drawn)	-6%	13	2	7%	-17%	-1%	i	-3%	7%
CN(CCC#N)C(=O)CSc1ncnc2sc(-c3ccccc3)cc12	24%	17	9	3%	.	-14%	i	0%	-1%
Cc1ccc(Cc2c(C)nc3nc(SCC(=O)NCc4ccco4)nn3c2C)cc1	70%*	0	5	46%	5%	-6%	i	62%*	5%
O=C(O)C1CCCN1S(=O)(=O)c1ccc(Cl)c(Cl)c1 (stereo not drawn)	-3%	13	14	6%	6%	1%	i	-5%	2%
O=C(NCC(c1cccnc1)N1CCN(c2ccccc2)CC1)C1CCCCC1 (stereo not drawn)	-19%	17	9	.	23%	.	i	.	.
CC(=O)C(C)Oc1ccc2c3c(c(=O)oc2c1)CCCCC3 (stereo not drawn)	5%	9	0	-24%	-6%	-10%	.	-16%	11%
Cc1cc(C)nc(NC2=NCCN2C(=O)Nc2ccc(Cl)c(Cl)c2)n1	.	2	6	-2%	1%	6%	i	-1%	4%
CN(c1ccccc1C(=O)Nc1ccc(S(=O)(=O)N2CCCCC2)cc1)S(C)(=O)=O	-3%	4	4	-3%	12%	1%	i	-2%	3%
O=C(CCN1C(=O)COc2ccccc21)NCCCN1CCN(c2ccc(F)cc2)CC1	8%	21	0	1%	-6%	2%	i	-6%	5%
O=C(O)CC(c1ccc(Cl)cc1)n1cccc1 (stereo not drawn)	-1%	9	3	6%	11%	-4%	i	-4%	22%
Cn1nnc2cc(NC(=O)N3CCN(c4ccccn4)CC3)ccc21	8%	6	14	22%	3%	5%	i	-1%	7%
COCCn1c(=N)c(C(=O)NCc2ccco2)cc2c(=O)n3ccccc3nc21	-1%	10	4	0%	15%	-5%	i	-4%	4%
COc1cccc(-n2c(Cc3cc(=O)[nH]c(=O)[nH]3)nnc2SCC(=O)N2CCCC2)c1	4%	20	0	6%	10%	-6%	i	-3%	9%
CCCC(c1nnnn1CC(=O)OCC)N(Cc1cc2ccc(C)cc2[nH]c1=O)C1CCCC1 (stereo not drawn)	10%	16	9	-19%	1%	1%	i	-24%	13%
CN(C)c1nc2c(c(=O)[nH]c(=O)n2C)n1Cc1ccccc1Br	-2%	10	2	-8%	66%	0%	i	-4%	8%
COC(=O)Nc1nnc(-c2ccccc2Cl)s1	0%	7	5	-1%	4%	-2%	i	6%	6%
C=CCC(=O)OCC(=O)Nc1ccc(Oc2ccccc2)cc1	7%	0	7	-5%	.	8%	i	-13%	12%
Cc1c(Cl)cccc1N(CC(=O)N1CCCCCC1)S(C)(=O)=O	-2%	7	9	-17%	-7%	-1%	i	-20%	7%
CC(NC(=O)Cc1ccsc1)c1ccc(S(N)(=O)=O)cc1 (stereo not drawn)	4%	0	16	4%	.	3%	i	6%	10%
CCOC(=O)C(C)C1(O)c2ccccc2-c2ncccc21 (stereo not drawn)	3%	18	0	-4%	2%	-5%	i	-8%	7%	Spn PMK inh pilot replicates=1.0;Spn MK inh pilot replicates=0.0;Spn DPM-DC inh pilot screen %=4.0
CN1CCN(C(=O)CSc2nc(-c3cccs3)ccc2C#N)CC1	4%	0	13	15%	-1%	-1%	.	15%	10%
O=c1cc(CSc2nnc(-c3ccco3)o2)c2ccccc2[nH]1	4%	11	8	-8%	-4%	3%	i	-15%	15%
Cc1cc(NC(=O)C(C)C)ncc1NC(=O)CCc1ccccc1	10%	11	5	-15%	3%	0%	i	-16%	8%

Some of these compounds in order of number of heavy atoms, low to high.
SMILES	HT1080 cytotoxicity	Spn PMK inh	Spn MK inh	HPDE-C7K KRASV12	LYP phosphatase	Bfl-1 displacement	Spn DPM-DC inh	HPDE-C7 cytotoxicity	Alkaline phosphatase	others
COC(=O)Nc1nnc(-c2ccccc2Cl)s1	0%	7	5	-1%	4%	-2%	i	6%	6%
O=C(O)C1CCCN1S(=O)(=O)c1ccc(Cl)c(Cl)c1 (stereo not drawn)	-3%	13	14	6%	6%	1%	i	-5%	2%
CCOC(=O)C(C)C1(O)c2ccccc2-c2ncccc21 (stereo not drawn)	3%	18	0	-4%	2%	-5%	i	-8%	7%	Spn PMK inh pilot replicates=1.0;Spn MK inh pilot replicates=0.0;Spn DPM-DC inh pilot screen %=4.0
CC(=O)C(C)Oc1ccc2c3c(c(=O)oc2c1)CCCCC3 (stereo not drawn)	5%	9	0	-24%	-6%	-10%	.	-16%	11%
C=CCC(=O)OCC(=O)Nc1ccc(Oc2ccccc2)cc1	7%	0	7	-5%	.	8%	i	-13%	12%
CN1CCN(C(=O)CSc2nc(-c3cccs3)ccc2C#N)CC1	4%	0	13	15%	-1%	-1%	.	15%	10%
CN(CCC#N)C(=O)CSc1ncnc2sc(-c3ccccc3)cc12	24%	17	9	3%	.	-14%	i	0%	-1%
O=C(NCC(c1cccnc1)N1CCN(c2ccccc2)CC1)C1CCCCC1 (stereo not drawn)	-19%	17	9	.	23%	.	i	.	.
Cc1ccc(Cc2c(C)nc3nc(SCC(=O)NCc4ccco4)nn3c2C)cc1	70%*	0	5	46%	5%	-6%	i	62%*	5%
COc1cccc(-n2c(Cc3cc(=O)[nH]c(=O)[nH]3)nnc2SCC(=O)N2CCCC2)c1	4%	20	0	6%	10%	-6%	i	-3%	9%
COc1ccc(C2CC(=O)c3cnc(N4CCN(Cc5ccccc5)CC4)nc3C2)cc1 (stereo not drawn)	23%	9	3	4%	6%	-9%	i	2%	7%
Cc1ccc(-c2nnc(N3CCCCC3)c3ccccc23)cc1S(=O)(=O)N1CCN(C)CC1	7%	9	6	10%	2%	3%	i	-4%	12%
CCCC(c1nnnn1CC(=O)OCC)N(Cc1cc2ccc(C)cc2[nH]c1=O)C1CCCC1 (stereo not drawn)	10%	16	9	-19%	1%	1%	i	-24%	13%

(cont.)
SMILES	HT1080 cytotoxicity	Spn PMK inh	Spn MK inh	HPDE-C7K KRASV12	LYP phosphatase	Bfl-1 displacement	Spn DPM-DC inh	HPDE-C7 cytotoxicity	Alkaline phosphatase	others
Cc1ccc(-n2ncc3c(=O)[nH]c(SCC(=O)N4CCC(C)CC4)nc32)cc1C	-5%	5	2	0%	-1%	-7%	i	-11%	10%
NC(=O)COc1c(-c2ccccc2)oc2ccccc2c1=O	-2%	0	10	14%	-2%	-2%	i	6%	9%
CC1CCCN(S(=O)(=O)c2ccc(C(=O)Nc3nnc(-c4ccccc4Cl)o3)cc2)C1 (stereo not drawn)	0%	15	0	64%*	-32%	-10%	i	61%*	17%	Spn PMK inh pilot replicates=0.0;Spn MK inh pilot replicates=0.0;Spn DPM-DC inh pilot screen %=7.0
COc1cc2nc(COc3ccc(C#N)cc3)n(CC#N)c(=O)c2cc1OC	-2%	6	0	8%	.	4%	i	11%	-3%
CC1(C)CC(=O)C(C2=NC(C)(C)Cc3ccccc32)=C(O)C1	-12%	10	1	11%	2%	3%	i	7%	17%
CN(C)c1cccc(C(=O)NC2CCCCCC2)c1	-5%	4	5	-2%	-3%	-10%	i	0%	11%
C=CCn1c(C)c(C(C)=O)c(SC)nc1=S	-5%	18	6	-16%	-16%	0%	i	-18%	9%
CC(C)N1CC(O)=C(c2nc3ccccc3[nH]2)C1=N	-4%	4	8	-2%	.	4%	i	4%	-44%
Cc1sc2nc(C(C)C)nc(SCC(=O)N3CCN(C(=O)c4ccco4)CC3)c2c1C	-2%	10	2	34%	.	4%	i	22%	10%
COc1cc2c(cc1OC)CN(S(C)(=O)=O)CC2	-8%	10	0	-3%	2%	-3%	i	-3%	12%
CCN1CCN(C(=O)c2ccccc2N(C)S(=O)(=O)c2ccc(C)cc2)CC1	-5%	0	6	8%	13%	-4%	i	10%	8%
CCC(C)Sc1nnc(-c2c[nH]c3ccccc23)n1CCOC (stereo not drawn)	-8%	16	0	0%	.	1%	i	-5%	-1%
CCn1c(=O)cc(SCC(=O)N2CCOCC2)c2ccccc21	-2%	13	0	3%	-2%	1%	i	4%	5%	Spn PMK inh pilot replicates=0.5;Spn MK inh pilot replicates=0.0;Spn DPM-DC inh pilot screen %=4.0
CCOC(=O)c1cnc(-c2ccccc2)nc1N	9%	0	16	-11%	3%	8%	i	-24%	6%
CN1CCc2c(sc3c2c(NCc2ccco2)nc2nnnn23)C1	2%	6	3	-17%	10%	11%	i	-9%	2%
Cc1cc(C)nc(NS(=O)(=O)c2ccc(N3C(=O)C4CC=C(Cl)CC4C3=O)cc2)n1 (stereo not drawn)	0%	13	0	-5%	8%	26%	i	-11%	7%
N[C@@H](Cc1ccccc1)c1nnc2sc(SCc3ccccc3)nn12	-5%	17	13	-6%	1%	27%	i	-4%	5%	Spn PMK inh pilot replicates=2.5;Spn MK inh pilot replicates=1.0;Spn DPM-DC inh pilot screen %=2.0
CCc1ccc(C2CC(c3ccc(Cl)cc3)n3nc(N)nc3N2)cc1 (stereo not drawn)	-1%	5	2	-2%	6%	5%	i	2%	-4%
COCc1[nH]nc2c1C(c1ccccc1F)C(C#N)=C(N)O2 (stereo not drawn)	6%	6	2	-15%	7%	-4%	i	-14%	4%
O=S(=O)(NCc1cn2ccsc2n1)c1cccs1	4%	4	7	7%	5%	4%	i	2%	8%
O=C(CN1CCCCCC1)OCCN=C1NS(=O)(=O)c2ccccc21	-8%	9	14	0%	.	3%	i	8%	16%	Spn PMK inh pilot replicates=2.0;Spn MK inh pilot replicates=3.5;Spn DPM-DC inh pilot screen %=1.0
Cc1ccc2c(c1)c1c3n2CC(=C2C(=O)OC(C)(C)OC2=O)NC3CCC1 (stereo not drawn)	-3%	0	6	33%	-4%	8%	i	15%	21%	Spn PMK inh pilot replicates=0.0;Spn MK inh pilot replicates=0.0;Spn DPM-DC inh pilot screen %=0.5
O=C(Cn1c(=O)oc2cc(S(=O)(=O)N3CCCC3)ccc21)Nc1cccc(C(F)(F)F)c1	-3%	16	4	-6%	-7%	-3%	i	0%	0%
O=S(=O)(c1cccc(C(F)(F)F)c1)N(CCCN1CCOCC1)Cc1cccs1	-1%	2	31	8%	3%	-1%	i	6%	10%
CCCn1c(=N)n(CC(=O)OCC)c2ccccc21	5%	15	2	2%	-1%	-3%	i	7%	17%
COC(=O)c1sccc1NC(=O)C1CC=CCC1C(=O)O (stereo not drawn)	10%	18	1	.	10%	0%	i	.	8%
COC(=O)c1ccccc1NC(=O)c1ccc(-c2ccccc2F)o1	-10%	10	6	91%*	.	-1%	.	88%*	15%	Spn PMK inh pilot replicates=0.0;Spn MK inh pilot replicates=0.0

Screens: PubChem BioAssay, several laboratories
